eIF4E 4G PPI – eIF4E/eIF4G interaction inhibition in translation initiation | P63073+Q04637 | TR-FRET eIF4E-eIF4GI(517-606) binding, 2 h | inhibition, % at 21.7 µM | 0.37% of 220,000 active | AID 782;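 note: 0% = full FRET control wells and 100% = background wells lacking eIF4GI fragment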
Target sequence (P63073 whole entry, looked up, the tested form may be a part): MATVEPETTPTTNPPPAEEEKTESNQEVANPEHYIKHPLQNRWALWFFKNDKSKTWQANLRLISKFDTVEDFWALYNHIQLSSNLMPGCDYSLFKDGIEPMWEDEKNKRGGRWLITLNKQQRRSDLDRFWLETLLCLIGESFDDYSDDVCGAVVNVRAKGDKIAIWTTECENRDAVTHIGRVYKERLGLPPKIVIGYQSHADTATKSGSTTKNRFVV
Target sequence (Q04637 whole entry, looked up, the tested form may be a part): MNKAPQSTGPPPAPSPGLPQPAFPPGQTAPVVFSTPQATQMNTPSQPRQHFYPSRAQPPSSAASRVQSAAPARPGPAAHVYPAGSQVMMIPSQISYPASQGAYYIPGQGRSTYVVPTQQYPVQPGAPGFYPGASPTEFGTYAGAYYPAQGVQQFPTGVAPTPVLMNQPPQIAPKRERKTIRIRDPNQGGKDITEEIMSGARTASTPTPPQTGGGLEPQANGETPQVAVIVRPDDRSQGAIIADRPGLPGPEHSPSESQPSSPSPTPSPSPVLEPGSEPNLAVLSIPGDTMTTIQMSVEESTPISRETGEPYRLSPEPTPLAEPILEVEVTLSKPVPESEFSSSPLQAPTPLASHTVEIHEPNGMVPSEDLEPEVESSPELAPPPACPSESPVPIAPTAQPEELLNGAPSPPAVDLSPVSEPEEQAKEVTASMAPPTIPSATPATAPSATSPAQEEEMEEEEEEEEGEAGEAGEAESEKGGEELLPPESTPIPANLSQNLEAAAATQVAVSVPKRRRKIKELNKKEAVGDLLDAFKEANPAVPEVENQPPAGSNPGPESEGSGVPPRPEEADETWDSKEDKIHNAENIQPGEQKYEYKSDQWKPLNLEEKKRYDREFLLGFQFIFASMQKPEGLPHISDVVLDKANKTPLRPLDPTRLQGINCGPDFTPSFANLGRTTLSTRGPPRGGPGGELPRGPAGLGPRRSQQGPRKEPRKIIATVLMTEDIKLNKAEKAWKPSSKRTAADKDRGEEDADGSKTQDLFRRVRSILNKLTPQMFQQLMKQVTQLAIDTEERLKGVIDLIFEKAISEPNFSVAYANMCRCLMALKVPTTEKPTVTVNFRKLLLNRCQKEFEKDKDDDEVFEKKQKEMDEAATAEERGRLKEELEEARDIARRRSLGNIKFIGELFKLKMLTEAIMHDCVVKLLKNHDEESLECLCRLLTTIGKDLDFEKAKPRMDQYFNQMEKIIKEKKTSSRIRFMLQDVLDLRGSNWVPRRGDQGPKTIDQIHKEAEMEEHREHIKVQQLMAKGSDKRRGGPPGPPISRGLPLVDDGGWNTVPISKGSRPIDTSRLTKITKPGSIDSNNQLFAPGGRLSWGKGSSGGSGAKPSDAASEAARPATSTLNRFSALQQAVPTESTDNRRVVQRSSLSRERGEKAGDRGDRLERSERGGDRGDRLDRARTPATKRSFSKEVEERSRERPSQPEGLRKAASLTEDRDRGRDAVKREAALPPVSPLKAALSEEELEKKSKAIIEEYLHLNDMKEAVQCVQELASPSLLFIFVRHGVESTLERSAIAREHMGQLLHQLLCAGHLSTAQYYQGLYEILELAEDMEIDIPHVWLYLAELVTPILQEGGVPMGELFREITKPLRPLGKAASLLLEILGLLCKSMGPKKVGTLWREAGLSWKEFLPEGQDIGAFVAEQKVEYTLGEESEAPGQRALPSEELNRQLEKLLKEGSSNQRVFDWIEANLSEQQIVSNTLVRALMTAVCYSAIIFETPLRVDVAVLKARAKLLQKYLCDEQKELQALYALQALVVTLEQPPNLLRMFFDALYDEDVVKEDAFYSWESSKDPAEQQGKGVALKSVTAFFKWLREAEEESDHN
p47phox inh – blocks human p47phox regulatory protein of NADPH oxidases; P14598; inhibition, % at 24.7 µM; 0.53% of 220,000 active; p47phox/p22phox peptide binding, fluorescence polarization, 2 h; AID 1274;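 note: 0% = p47phox with labelled peptide and 100% = labelled peptide alone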
Furin inh – human furin inhibition | AID 463115 | purified furin, fluorogenic substrate cleavage | P09958 | inhibition, % at 30 µM | 0.061% of 220,000 active; in the data active = inhibition above about 25%; note: inactives centre near -15
Rad51 HR inh – Rad51 (human) homologous recombination inhibition. Q06609. hRad51 DNA strand exchange, fluorescence dequenching. inhibition, % at 10 µM. 0.085% of 200,000 active;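 active = inhibition above 40% at the single screening dose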;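 note: 0% = DMSO control wells and 100% = blanks with heterologous ssDNA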
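material = hRad51 filaments on single-stranded DNA | timing = filaments 15 min 37 °C, then compound 30 min | signal = FRET fluorescence dequenching, excitation 485 nm, emission 520 nm | benchmarks = control wells and blank wells on each plate | evaluation = percent inhibition relative to plate controls and blanks | compound = 10 µM final, single point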
Thrombin inh – thrombin (human) inhibition; inhibition, % at 5 µM; alpha-thrombin, Boc-VPR-AMC fluorogenic substrate cleavage; P00734; 0.26% of 220,000 active;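 active = inhibition at or above 40%; inactive = inhibition below 40%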;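 note: 0% = enzyme with no compound and 100% = wells without enzyme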
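System – human alpha-thrombin protein · Reagent – Boc-VPR-AMC substrate, 15 µM final · Compound – 5 µM single dose in 0.2% DMSO · Schedule – reaction at room temperature · Technique – AMC fluorescence at 355 nm excitation and 460 nm emission · Read-out basis – % inhibition relative to enzyme controls and enzyme-free blanks · Control set – no-compound enzyme wells and no-enzyme blanks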
KLK5 inh – blocks human kallikrein 5 protease activity; Q9Y337; recombinant hK5, fluorogenic AMC substrate cleavage; inhibition, % at 5 µM; 0.59% of 210,000 active;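 active = inhibition of 40% or more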;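 note: 0% = enzyme controls without compound and 100% = no-enzyme blanks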
EBV gp42 block – blocks Epstein-Barr virus glycoprotein 42 binding; Fluorescence polarization binding assay, mP read-out; 0.42% of 220,000 active; inhibition, % (tested at 21.74 µM); in the data active = inhibition above about 50%
14-3-3 Bad inh – disrupts binding of bovine 14-3-3 zeta to phospho-Bad peptide | 0.71% of 220,000 active | inhibition, % at 21.7 µM | TR-FRET 14-3-3zeta/Dy647-pBad peptide displacement, 1 h;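 active = inhibition above about 70%, limit read from the data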;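 note: 0% = full 14-3-3 plus peptide FRET controls and 100% = background without 14-3-3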
Cl transport mod – KCC2 (human) Cl- transport modulation; Q9H2X9; KCC2 cells, thallium flux FluoZin-2 fluorescence; B-score of Tl+ flux slope (higher = more flux/activation; lower = inhibition) at 10 µM; 2.2% of 190,000 active; AID 1456;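 active = thallium flux slope and its plate-corrected score both differing from the plate sample mean at a set confidence after two filtering rounds, in either direction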;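 note: slope of fluorescence scaled to starting intensity during 10 to 20 s after thallium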
Starred values were filed as active, the others as inactive; . = not tested or not shown; [ ] = dose if it differs, or a comment.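 Rule for the calls, unless noted: active = inhibition above about 30% (limit read from the data); inactive = the rest.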

eIF4E 4G PPI	p47phox inh	Furin inh	Rad51 HR inh	Thrombin inh	KLK5 inh	EBV gp42 block	14-3-3 Bad inh	Cl transport mod	SMILES
6	-22	-5	1	-15	-17	7	-19	0.75	COc1cc(-c2cc(C(=O)Nc3ccc(S(=O)(=O)NCc4ccco4)cc3)c3ccccc3n2)cc(OC)c1OC
6	-5	-8[20 µM]	11	-6	-9	16	-5	-1.2	COc1cc(C)c(Cl)cc1S(=O)(=O)N(C)C
-3	-56	-24	-7	-5	-4	-18	20	-0.17	C=CCSc1nnc(NC(=O)c2cn(CC)c3nc(C)ccc3c2=O)s1
7	-12	-27	10	-3	-1	-9	-18	0.64	CN1CCCN(S(=O)(=O)c2cccc(Cl)c2Cl)CC1
2	-11	-12	5	2	-11	-3	-20	0.0039	C/C(CCc1oc2ccccc2c1-c1ccc(C)o1)=N/O
8	-3	-12	5	3	-21	16	18	-0.9	Cc1c(N=Cc2cc(Br)cc(Br)c2O)cccc1C(=O)O
1	-2	-28	4	-4	-2	-5	8	-0.54	COc1cc(NC(=O)COc2ccccc2Cl)ccc1NC(=O)C(C)C
2	-2	-13	1	1	6	7	0	.	CCCCN1C2=C(C(=O)CCC2)C(c2ccc(Cl)c(Cl)c2)C2=C1c1ccccc1C2=O (centres undefined)
-3[fluorescence artefact?]	5	-56	-4	-16	-72	-10	15	-0.085	COc1ccc(-c2cn3cccnc3n2)cc1F
0[fluorescence artefact?]	-5	-7[20 µM]	0	0	3	-22	3[fluorescence artefact?]	.	COc1ccc(C2(CN(C(C)=O)C(C)=O)CCCC2)cc1OC
-4	6	-17	7	-1	-2	-7	3	-0.026	COc1ccc(CCNC(=O)c2nnn(CC(=O)Nc3ccccc3)c2N)cc1OC
-6[fluorescence artefact?]	-3	-16	-2	-5	-7	-35	-14[fluorescence artefact?]	-0.8	CC1CN(S(=O)(=O)c2cccc(C(=O)OCC(=O)Nc3ccc4c(c3)OCO4)c2)CC(C)O1 (centres undefined)
-2	-16	-34	1	.	0	-10	1	-0.16	COc1ccccc1NS(=O)(=O)c1cc(NC(=O)c2ccncc2)ccc1N1CCCC1
25[fluorescence artefact?]	-64	-14	-10	-2	-53	52*	43	.	CC1(C)CCCN(C(=O)c2coc(=O)c(Br)c2)C1
5	-9	-16	-6	-2	4	-3	-5	.	CCn1c(Cc2cccs2)nnc1SCC(=O)Nc1ccc(OC)c(OC)c1
5	-11	-10	28	3	-4	0	-11	-0.19	C=CCNc1cnn(-c2ccccc2)c(=O)c1Cl
0	-6	-15	4	-1	-21	-10	-1	0.8	Cc1ccc(NC(=O)C(C)C(=O)Nc2ccc(C)cc2)cc1
-1	-10	-21	1	-5	3	-8	-17	-0.02	COc1ccc(NC(=O)COC(=O)c2cccc(S(=O)(=O)N(C)C)c2)cc1
-2	-23	-6	-32	1	1	-15	4	1.2	COc1ccc(-c2nn(-c3ccccc3)cc2C(=O)NC(=S)Nc2cc(Cl)ccc2Cl)cc1
4	-11	-26	-8	-2	6	-6	3	.	CCOC(=O)c1sc(N(Cc2ccccc2)C(=O)CN2C(=O)CN(C)C2=O)nc1C
5	-1	-15	-4	2	2	-9	82*	.	O=C(O)CSc1c2c(nc3cc(C(=O)N4CCOCC4)ccc13)CCCC2
-6[fluorescence artefact?]	-1	-15[20 µM]	-10	-6	-25	-6	-3[fluorescence artefact?]	0.86	c1cc(C(c2nnnn2C2CCCC2)N2CCOCC2)ccn1 (centres undefined)
-3	18	-27	1	-9	1	-9	-5	-0.0037	COc1ccc(NC(=O)C(Br)C(C)C)cc1 (centres undefined)
8	11	-32[20 µM]	-4	-5	-33	-14	77*	-0.8	CC(O)CNCCNCc1c(OCc2ccccc2)ccc2ccccc12 (centres undefined)

Only 14-3-3 Bad inh and EBV gp42 block (four entries from above):
Structure	14-3-3 Bad inh	EBV gp42 block
COc1ccccc1NS(=O)(=O)c1cc(NC(=O)c2ccncc2)ccc1N1CCCC1	1	-10
CC1(C)CCCN(C(=O)c2coc(=O)c(Br)c2)C1	43	52*
CCn1c(Cc2cccs2)nnc1SCC(=O)Nc1ccc(OC)c(OC)c1	-5	-3
C=CCNc1cnn(-c2ccccc2)c(=O)c1Cl	-11	0

New compounds follow.
eIF4E 4G PPI	p47phox inh	Furin inh	Rad51 HR inh	Thrombin inh	KLK5 inh	EBV gp42 block	14-3-3 Bad inh	Cl transport mod	SMILES
-1	-10	-10	12	-4	-7	0	-8	-0.63	CCN(CC)S(=O)(=O)c1cccc(NC2=NCCCCC2)c1
-1[fluorescence artefact?]	-9	-5	-5	0	-1	-18	-14[fluorescence artefact?]	.	COc1cc(N=Cc2c(O)[nH]c3ccccc23)cc(OC)c1OC
5	-9	-24	-8	-7	15	-10	-1	0.056	CC(C)Cn1c(Br)nc2c1c(=O)n(CCC#N)c(=O)n2C
-2	-10	-10	9	-6	-3	-8	-3	0.72	O=S(=O)(N/N=C/c1ccccc1F)c1ccccc1
21	-13	-24	5	-5	-7	-6	60	0.42	COc1ccc(-c2nn(-c3ccccc3)cc2/C=C/C(=O)OCC(=O)Nc2ccccc2C#N)cc1
7	-6	-16	-4	-11	-4	-19	0	1.2	Cc1cc(NC(=O)c2ccc(C)c([N+](=O)[O-])c2)no1
-3	-11	5[20 µM]	3	10	50*	95*	10	.	COc1cc(N2CCCC2)c(OC)cc1/C=C(/C#N)c1ccc(Br)cc1
-1	0	-20	15	-2	1	-10	-2	-0.61	Cn1c(=O)c(C(=O)Nc2ccccc2S(N)(=O)=O)c(O)c2ccccc21
9[fluorescence artefact?]	-8	-13[20 µM]	-4	-1	5	4	-7	0.13	COc1cc(CNCCO)ccc1OCC(=O)Nc1ccc(Br)cc1
1[fluorescence artefact?]	-2	-20	-7	0	13	-3	-4	-0.11	N#Cc1ccccc1Cn1c(-c2cscn2)nc2ccccc21
-1	6	-12	-19	-5	-1	-3	-7	0.53	COc1nc(-c2ccccc2)nc(C)c1CC(=O)O
3	0	-12[20 µM]	-4	-3	-7	-2	7[fluorescence artefact?]	0.28	Cc1nn(C(=O)N2CCOCC2)c(C)c1C
-9	-6	-40	5	0	-20	-8	-4	-2.5	COc1cc(-c2cc3nc4ccccc4n3c(N)c2C#N)cc(OC)c1OC
4	-6	10	-18	0	0	0	-5	-0.82	COc1cc(/C=N/Nc2nc3ccccc3s2)ccc1O
-1	-18	-27	-1	-5	-3	-4	-2	1.3	COc1ccc(S(=O)(=O)N2CCC(C(=O)N3CCOCC3)CC2)cc1Cl
0[fluorescence artefact?]	-5	-11[20 µM]	-14	1	-9	-22	10	0.017	O=C(CN(Cc1ccccc1)S(=O)(=O)c1ccccc1)NC1CC1
3	-8	-14	-5	0	4	-13	-2	-0.46	Cc1ccccc1CN1C(=O)C(C)S/C1=N/N=C/c1ccco1 (centres undefined)
.	0	-20[20 µM]	-8	-4	-7	-12	.	-0.69	CCCc1cc(Nc2cccc(OC)c2)n2ncnc2n1
5	-6	-29	16	-1	2	-16	-2	-0.36	COc1cccc(OC)c1C(=O)NC(=O)Nc1c(F)cc(F)cc1F
-8	-14	-14	-1	-2	2	-19	12	-0.13	COC(=O)c1ccccc1NC1c2ccccc2C(=O)N1c1cccnc1 (centres undefined)
2	-11	-5	1	-1	-4	-22	5	-0.058	N/C(=N\NC(=O)c1ccccc1Cl)c1cc2ccccc2oc1=O
-17	19	11	5	-2	-50	-6	-16	-3.6	c1ccc(-c2nc(N3CCCCCC3)c3ccccc3n2)nc1
-6	-3	-30	22	1	-14	1	-7	-0.049	COc1ccc(C(C(N)=O)c2ncc(C(F)(F)F)cc2Cl)cc1OC (centres undefined)
4	-48	-13	-77	24	36	-6	-4	-0.045	CSc1nsc(/C=C/Nc2ccc(C(=O)O)cc2)c1C#N

Entries of single compounds from above. Order of values: eIF4E 4G PPI, p47phox inh, Furin inh, Rad51 HR inh, Thrombin inh, KLK5 inh, EBV gp42 block, 14-3-3 Bad inh, Cl transport mod
`O=C(CN(Cc1ccccc1)S(=O)(=O)c1ccccc1)NC1CC1` as listed: 0[fluorescence artefact?], -5, -11[20 µM], -14, 1, -9, -22, 10, 0.017
`C/C(CCc1oc2ccccc2c1-c1ccc(C)o1)=N/O` as listed: 2, -11, -12, 5, 2, -11, -3, -20, 0.0039

(more compounds)
eIF4E 4G PPI	p47phox inh	Furin inh	Rad51 HR inh	Thrombin inh	KLK5 inh	EBV gp42 block	14-3-3 Bad inh	Cl transport mod	SMILES
-16	-47	-11[20 µM]	.	-3	-21	-12	2	0.6	COc1ccc(OC/C(O)=C(\C#N)c2nc3ccccc3[nH]2)cc1
6	-31	-8	-10	1	1	-9	3	0.31	Cc1cccc2cc(/C=C/C(=O)c3ccco3)c(Cl)nc12
2	-14	-4[20 µM]	9	2	0	-8	2	-0.068	CC1CCCC(C)N1S(=O)(=O)c1ccc(NC(=O)c2ccccc2C(=O)N2CCOCC2)cc1 (centres undefined)
4	-3	-19[20 µM]	-1	4	-4	-6	-12	0.35	c1ccc(-n2nnnc2-n2cnc3ccccc32)cc1
2	-1	-23	11	-1	0	-11	-4	0.11	O=C(NCCc1csc(-c2cccnc2)n1)c1ccc(Cl)cc1
0	-2	-13	5	1	4	-17	8	-0.045	CCNc1ccc(C(=O)OCC)cc1NC(=O)c1cccc(S(=O)(=O)N2CCOCC2)c1
21	-3	-15	2	-6	-6	-17	84*[fluorescence artefact?]	0.86	O=C(CSc1ccccn1)N/N=C/c1ccccc1[N+](=O)[O-]
-11[fluorescence artefact?]	-1	-16[20 µM]	0	-4	-21	-15	-2[fluorescence artefact?]	0.36	CCOC(=O)N1CCN(S(=O)(=O)c2ccc(OC)c(Cl)c2)CC1
-9	-26	-24	5	-4	-1	-3	-9	0.18	c1ccc(CN2CCC(Nc3nc(-c4cccnc4)nc4ccccc34)CC2)cc1
2	-5	-22	-3	-6	-2	4	-4	-0.029	COc1ccc(NS(=O)(=O)c2ccc(Cl)c(N)c2)cc1Br
-23[fluorescence artefact?]	-4	-4	4	-6	-10	-3	-13	1.2	CCOc1c(Cl)cc(/C=N/NC(N)=S)cc1OC
1	-7	-6[20 µM]	-5	3	-8	-6	-7	0.23	Cc1ccc(C(=O)NCc2ccco2)cc1S(=O)(=O)Nc1cccc(Cl)c1
5	-10	-16	2	3	1	-4	4	-0.11	O=C1CN(c2nc3ccccc3n3cnnc23)CC(=O)N1CCc1ccccc1
1[fluorescence artefact?]	-12	-26	1	-1	-11	-13	5[fluorescence artefact?]	.	Cc1cc(OCC(=O)NCCN2CCOCC2)cc(C)c1Br
4	-2	-14[20 µM]	1	-3	-7	8	26[fluorescence artefact?]	-0.045	COc1ccc(CN2CCOCC2)cc1OC
-2	6	-6[20 µM]	0	1	-9	-9	88*	-0.35	COc1cc(CNCc2ccccn2)ccc1OCc1cccc(Cl)c1
-1	-3	-23	4	5	-3	-24	0	-0.52	COc1cccc(NC(=O)c2ccc3c(c2)N(CC(=O)N2CCCCC2)C(=O)C(C)(C)O3)c1
-14	2	-11[20 µM]	-7	-8	-10	-7	4	.	CC(=O)N1CCN(c2ccc(NC(=O)c3ccc(N4CCCC4)c([N+](=O)[O-])c3)cc2Cl)CC1
4	6	-17	-1	-2	-12	-17	1	-1.1	Cn1c(=O)c2c(nc(NCc3ccc4c(c3)OCO4)n2Cc2ccccc2F)n(C)c1=O
7	-9	-12	-2	-1	-62	-19	-1	.	COc1ccccc1N(C(C)=O)C1SC(=O)N(c2ccccc2)C1=O (centres undefined)
2	-7	-10[20 µM]	-6	-2	2	-5	4	0.27	C/C(=N/Nc1nc(-c2ccc(Cl)cc2)cs1)c1cccs1
-4	-8	-22	1	-4	-16	-8	-6	0.56	COc1ccc(NC(=O)CS(=O)(=O)c2cn(CC(=O)N3CCOCC3)c3ccccc23)cc1
-7	-8	-1	2	-5	3	-1	15	-0.17	CCCCn1c(SCc2c(C)noc2C)nc2cc(S(N)(=O)=O)ccc21

Assay outcomes deposited in PubChem BioAssay by several laboratories.
